CHX counter = counter-screen hit for Shiga toxin inhibitors, cycloheximide; hit rate 12% among 300,000; AID 2314; cell reporter, cycloheximide protein synthesis inhibition counterscreen; max response, %; in the data active = max response mostly above about 13%, no sharp cut-off; inactive = mostly below about 14%; note: read at 38.3 µM for the half of the compounds with a filed dose; 0% is about no effect
HCMV inh = human cytomegalovirus inhibition; hit rate 4.5% among 410,000; HFF cells, HCMV-luciferase reporter, 72 h; active compounds read low; activity change, negative = inhibition, % at 57.5 µM; in the data active = activity change below about -60%; inconclusive = no clear call, values can overlap the other calls; inactive = above about -39%; note: % is set by controls: 0 for no effect and ±100 for the full control effect
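HFF cells seeded 16 h at 37C, treated with compounds, infected with luciferase-reporter HCMV at MOI 1 PFU/cell; luciferase read at 72 h post infection, normalized to buffer-only and Salinomycin controls.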
Giardia FBPA inh = Giardia lamblia aldolase inhibition. A8B2U2. purified Giardia FBPA. Potency, µM (doses to about 59.6 µM), for the others: at the highest dose activity, negative = inhibition, actives largely listed as inhibitors. hit rate 0.71% among 290,000; note: potency is the fitted concentration of half-maximal effect; % is set by controls: 0 for no effect and ±100 for the full control effect; nearly all actives have a fitted effect of over 55% in size
Target sequence (A8B2U2 whole entry, looked up): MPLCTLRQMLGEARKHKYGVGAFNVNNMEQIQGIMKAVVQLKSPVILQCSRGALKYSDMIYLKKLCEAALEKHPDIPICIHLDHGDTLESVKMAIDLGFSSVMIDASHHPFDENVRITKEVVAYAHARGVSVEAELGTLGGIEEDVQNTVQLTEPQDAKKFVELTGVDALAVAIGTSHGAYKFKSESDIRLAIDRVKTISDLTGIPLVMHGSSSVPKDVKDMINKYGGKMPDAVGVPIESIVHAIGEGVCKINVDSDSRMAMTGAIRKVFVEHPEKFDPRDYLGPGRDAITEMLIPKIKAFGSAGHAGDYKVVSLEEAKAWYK
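40 nM FBPA preincubated 10 min at RT with compound (up to 57.5 uM final), then substrate plus GAPDH/TPI/NAD/arsenate coupling and diaphorase/resazurin added. Fluorescence read after 20 min at RT, 525/598 nm.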
AMA1-RON2 inh = disrupts binding of P. falciparum AMA1 to RON2. hit rate 0.2% among 360,000. Potency, µM (titrated, usually from 58.2 µM), for inactives: at the top dose activity change, negative = inhibition, usual class: inhibitors. AID 720542. AlphaScreen AMA1-biotinylated RON2 peptide binding;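 note: potency is the fitted concentration of half-maximal effect; 0% = vehicle wells and -100% = peptide control; nearly all actives have a fitted effect of over 45% in size; some results filed as inactive show a strong effect at the top dose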
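AMA1 (3D7) with his tag at 25 nM final met compounds first, then biotinylated RON2 peptide at 25 nM; detection used donor plus acceptor beads, 10 µg/mL apiece, read by AlphaScreen after 30 min at room temperature.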
AmpC detergent = blocks E. coli AmpC beta-lactamase in detergent assay; P00811; AmpC hydrolysis of nitrocefin, absorbance 480 nm, 0.01% Triton; Potency, µM (highest dose often 114 µM), for the others: top-dose activity change, negative = inhibition, hits mostly inhibitors; hit rate 0.041% among 370,000;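 note: potency is the fitted concentration of half-maximal effect; 0% = no-compound wells and -100% = no-enzyme wells; nearly all actives have a fitted effect of over 25% in size; some results filed as inactive show a strong effect at the top dose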
Target sequence (P00811 whole entry, looked up): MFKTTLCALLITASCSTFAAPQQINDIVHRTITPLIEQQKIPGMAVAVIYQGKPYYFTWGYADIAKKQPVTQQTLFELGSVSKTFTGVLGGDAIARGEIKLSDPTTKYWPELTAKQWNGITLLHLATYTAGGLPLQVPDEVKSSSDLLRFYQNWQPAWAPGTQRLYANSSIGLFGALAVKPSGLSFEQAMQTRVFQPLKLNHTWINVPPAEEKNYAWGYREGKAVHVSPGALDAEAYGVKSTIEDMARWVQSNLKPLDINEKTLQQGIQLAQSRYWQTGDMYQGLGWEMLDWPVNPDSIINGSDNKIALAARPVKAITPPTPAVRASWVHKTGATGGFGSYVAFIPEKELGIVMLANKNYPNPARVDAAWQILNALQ
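20 mM phosphate pH 7.0 + 0.01% (detergent screen) or 0.0001% Triton X-100; 5.3 nM AmpC reagent; cpd preinc 15 min RT; nitrocefin (800 uM stock) to start; A480 q20 s × 4 min; Activity was normalised to no-enzyme and no-compound control wells.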
Shiga toxin inh = blocks Shiga toxin action in Vero cells; Vero cells, Shiga toxin protein synthesis inhibition reporter; inhibition, % at 38.7 µM; hit rate 9.2% among 290,000; AID 2315; in the data active = inhibition mostly above about 28%, no sharp cut-off; inactive = mostly below about 43%; note: 0% is about no effect
AmpC no deterg = blocks E. coli AmpC beta-lactamase in detergent-free assay. P00811. AmpC nitrocefin hydrolysis, absorbance 480 nm, 0.0001% Triton. Potency, µM (doses to about 57.1 µM), for inactives: at the top dose activity change, negative = inhibition, most hits filed as inhibitors. hit rate 0.52% among 330,000. AID 485341;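 note: potency is the fitted concentration of half-maximal effect; plate controls were no compound for no effect and no enzyme for full effect; nearly all actives have a fitted effect of over 20% in size; some results filed as inactive show a strong effect at the top dose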
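AmpC (5.3 nM in the dispensed reagent) in 20 mM phosphate pH 7.0 with 0.01% (detergent screen) or 0.0001% Triton X-100 was preincubated with compounds for 15 min at room temperature. Nitrocefin was then added from an 800 uM solution, and hydrolysis was followed at 480 nm.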
* marks the source's active call; other numbers are inactive results; ? = inconclusive; · = not tested or not shown; [ ] = dose if it differs, or a comment. Unless noted, calls come from the whole dose curve; as a rule, active = well fitted curve in the direction sought with a large enough effect; inconclusive = small, poorly fitted or top-dose-only effect, or another doubt; inactive = no such curve, though single readings can be large; an effect the other way counts as inactive or inconclusive.

SMILES,CHX counter,HCMV inh,Giardia FBPA inh,AMA1-RON2 inh,AmpC detergent,Shiga toxin inh,AmpC no deterg
CC(Sc1n[nH]c(N)n1)C(=O)Nc1ccccc1-c1ccccc1 (stereo not given),2,-7,1%,7%,-1%,10,-17%
C[C@@]12C(=O)N(c3cccc(F)c3)C(=O)N1[C@H](c1ccc(Cl)cc1)[C@@H]1C(=O)N(C3CCCCC3)C(=O)[C@@H]12,·,-17,·,22%,-10%,·,129%[activator]
CCOCC(=O)Nc1ccc(S(=O)(=O)NCC2CCCO2)cc1 (stereo not given),-2,-3,5%,-5%,-8%,-27,-4%
CC(=O)N(CN1C(=O)c2ccccc2C1=O)c1ccccc1,-1,14,2%,-10%,?,-3,-15%
O=C(O)c1cscn1,-3,14,13%,-8%,-5%,-19,-14%
Cc1ccc(S(=O)(=O)/N=c2\scc(C)n2C)cc1,·,8,·,-4%,-10%,·,0%
Cc1ccc(C)c(-n2c(C)nc3ccccc3c2=O)c1,-1,14,5%,-3%,0%,6,3%
OC1(c2ccccc2Cl)NN=C2CCCCCN21 (stereo not given),-2,-18,-9%,1%,-2%,21,-3%
COc1ccc(OC)c2sc(N3CCCCC3)nc12,36*,8,-12%,-14%,-13%,66*,54%
CCOc1ccc(CN2CCNC(=O)C2CC(=O)NCCC2=CCCCC2)cc1 (stereo not given),1,-18,-15%,25%,0%,-35,114%[activator]
O=c1oc(-c2ccccc2)cc(Cl)c1Cl,16,-101*,2%,-20%,-1%,44,-15%
CN(Cc1ccc(F)cc1)C(=O)c1cccc(S(=O)(=O)NCc2ccccc2)c1,·,?,·,37%[activator],?,·,-16%
CN(Cc1cccc(F)c1)C(=O)CN1C(=O)NC2(CCc3ccccc32)C1=O (stereo not given),·,-5,·,-5%,-2%,·,0%
Cc1cc(N(C)NC(=S)Nc2ccccc2)nc(C)n1,-4,-91*,-2%,-3%,1%,-10,-20%
COc1cc(/C=N\NC(=O)C2C(=O)NCC2c2ccccc2)cc(OC)c1O (stereo not given),-2,33,-7%,-2%,3%,-11,-17%
CCC(=O)Nc1nc2ccccc2n1CCN(C)C,-2,-14,11%,61%[activator],?,-9,-18%
Nc1ccc2nc(-c3ccccc3)c(-c3ccccc3)nc2c1,-5,47,·,8%,-2%,19,20%
CC(C)CN(C(=O)CSc1nn(-c2ccc(Cl)cc2)c(=S)s1)C1CCS(=O)(=O)C1 (stereo not given),-4,18,0%,35%[activator][11.6 µM],?,-13,100%[activator]
COCCNC(=O)C(=O)NCC1OCCCN1S(=O)(=O)c1cccs1 (stereo not given),5,-21,1%,7%,?,-11,2%
CC1c2cc3c(cc2CCN1S(=O)(=O)c1ccccc1)OCCCO3 (stereo not given),6,-20,-5%,-6%,-12%,-5,-16%
CCc1nnc2c(N(C)C)nc3ccccc3n12,-4,-21,1%,-4%,?,1,-15%
COC(=O)c1sc(S(=O)(=O)Oc2ccccc2NC(C)=O)c(C(=O)OC)c1C,·,-10,·,-14%,0%,·,26%
CC(C)(C)OC(=O)NCCCC[C@H](NC(=O)c1[nH]cnc1C(=O)N[C@@H](Cc1ccccc1)C(=O)OCc1ccccc1)C(=O)OC(C)(C)C,·,21,·,164%[activator],·,·,-15%
Cc1nn(-c2ccccc2)c(C)c1-c1cc(C(=O)N/N=C/c2ccc(O)cc2)[nH]n1,-2,?,3%,123%[activator],5%,-11,-38%
CC1=C(C(=O)Nc2ccccn2)C(c2ccc(Br)cc2)NC(=S)N1 (stereo not given),37*,100,3%,2%,-10%,50*,-39%
O=C(N[C@@H]1c2ccccc2CC[C@@H]1OCc1ccccc1)c1ccc(C(F)(F)F)cc1,·,-1,·,1%,·,·,-14%
CC(C)N(C(=O)N1CCN(c2ccnc3cc(Cl)ccc23)CC1)C(C)C,0,-90*,15%,-4%,-1%,-15,135%[activator]
O=C(NCCCN1CCCC1=O)c1ccc(S(=O)(=O)Nc2cccc(C(F)(F)F)c2)cc1,·,?,·,-6%,?,·,30%
Cc1ccc(NC(=O)C2CC(=O)n3c(nc4ccccc43)N2)cc1C (stereo not given),-2,-21,5%,-6%,-14%,-7,-14%
Cc1cc(C)c2cccc(N)c2n1,-1,-38,-16%,?,4%,-11,-9%
CCOC(=O)c1ccc(NC(=O)CSc2nc3c(c(=O)n2C)SC(C)C3)cc1 (stereo not given),4,-30,-3%,-13%,?,10,-6%
COc1cc(NC(=O)CCCNC(=O)c2ccc(Cl)cc2)cc(OC)c1,-3,44,4%,-11%,-9%,-4,1%
CC(C)NC(=O)c1ccccc1-c1nc(-c2ccccc2Cl)no1,-2,9,0%,-2%,?,-3,1%
O=C1c2ccccc2C(=O)N1c1ccc(Cc2ccncc2)cc1,15*,39,7%,-1%,-1%,38,-3%
N#C[C@]1(S(=O)(=O)c2ccccc2)C[C@@H]2ON=C(c3cccc(Br)c3)[C@@H]2C1,0,-80*,11%,5%,?,-6,?
Cc1cc(C)cc(NC(=O)Nc2cc(S(=O)(=O)N(C)C)ccc2C)c1,1,-4,-14%,-5%,?,11,-41%
CCCCc1nc2ccccc2c(NC(=O)CN2CCN(C)CC2)c1CCC,-4,?,-21%,-3%,?,2,-1%
O=C(NNC(=O)c1cccnc1)c1ccncc1,-1,29,-1%,-14%,-5%,-11,-12%
CCOC(=O)N1CCC(NC(=O)C(NC(=O)C2CCCCC2)C(C)C)CC1 (stereo not given),-4,·,1%,·,-16%,-5,-3%
COc1ccc(OC)c(N/C(N)=N/c2nc(C)cc(C)n2)c1,-2,53,?,-6%,-5%,-6,-26%
COC(=O)/C(=C\Nc1ccccc1)NC(=O)c1ccc(Cl)cc1Cl,16,-5,2%,41%,3%,28,-12%
O=S(=O)(Nc1cc(F)ccc1F)c1cccc2nsnc12,-1,23,-12%,-1%,-11%,-9,-8%
O=C(Nc1ccc(F)cc1)NC1CCCCCCC1,61*,15,-6%,14%,-13%,108*,-45%
Cc1ccccc1N1CN(Cc2ccco2)CNC1=S,-1,-23,1%,-25%,-1%,10,-36%
CC(=O)N(O)CCCCCNC(=O)CCC(=O)N(O)CCCCCNC(=O)CCC(=O)N(O)CCCCCNC(=O)CCC(=O)O,·,-5,·,116%[activator],·,·,0%
Cc1cc(C)n(S(=O)(=O)c2ccc(C)c(C)c2C)n1,8,20,3%,24%,-9%,14,-3%
CC(C)C(=O)N1CCN(C2=NS(=O)(=O)c3ccccc32)CC1,-3,-26,1%,27%,?,-12,-16%
COc1ccc(NC(=O)C(c2ccccc2)N(C)C(=O)c2ccc(=O)[nH]c2)cc1 (stereo not given),-3,24,5%,8%,-4%,-3,-13%
CSc1ccc(S(=O)(=O)NCCCOC(C)C)cc1,-1,·,3%,7%,5%,-2,2%
CCOc1ccccc1NC(=O)N1CCCC1C(=O)Nc1ccc(-n2cnnn2)c(C)c1 (stereo not given),2,-24,9%,-3%,8%,7,2%
Cc1ccc(Sc2cc(N3CCOCC3)nc(-c3ccccc3)n2)cc1,8,37,1%,1%,?,22,-32%
COc1ccc(NC(=O)c2ccc(N3C(=O)C4CC=C(Cl)CC4C3=O)cc2)cc1 (stereo not given),6,-14,5%,8%,-18%,-8,-53%
Cc1cccc(-n2c(Cn3nc(C)c([N+](=O)[O-])c3C)n[nH]c2=S)c1,-2,-98*,-12%,6%,-15%,-8,-17%
Cc1c(N=Cc2ccc(Br)s2)cccc1[N+](=O)[O-],-2,-1,0%,-2%,0%,24,-3%
C=CCn1c(Cc2cccs2)nnc1SC/C=C/c1ccccc1,-3,-12,-5%,3%,-8%,-24,-16%
C=CCC1NS(=O)(=O)OC(CCc2ccccc2)C1O (stereo not given),-3,?,-1%,1%,-6%,-10,-29%
COCCn1c(C)cc(C(=O)Cn2nc(C(=O)O)c3ccccc3c2=O)c1C,17,-33,-1%,-4%,-12%,20,-15%[11.4 µM]
Cc1cc(C)c(CN2CCN(Cc3ccc(C)o3)C(CCO)C2)c(-n2cccn2)c1 (stereo not given),9,-19,6%,-4%,-5%,12,96%[activator]
COC(=O)NCC(c1cccnc1)N1CCN(c2ccccc2)CC1 (stereo not given),-3,3,3%,0%,?,4,-2%
O=C(CCC(=O)N1CCN(c2ccccc2)CC1)Nc1nnc(C2CCCCC2)s1,1,19,-1%,-9%,-8%,35,3%

Remaining list, next part
SMILES,CHX counter,HCMV inh,Giardia FBPA inh,AMA1-RON2 inh,AmpC detergent,Shiga toxin inh,AmpC no deterg
CCCCc1ccc(S(=O)(=O)N2CCN(C(=O)c3ccco3)CC2)cc1,-3,-21,17%,-16%,1%,-4,54%
CCn1nc(C)cc1C(=O)N1CCCC(CCC(=O)NCc2ccccc2F)C1 (stereo not given),-2,-20,-1%,-7%,-2%,-6,10%
Cc1ccc(CCNC(=O)c2ccc(CS(=O)(=O)Cc3ccc(F)cc3)o2)cc1,-1,-12,·,11%,2%,-3,-16%
Cc1ccc(NS(=O)(=O)c2cc(C(=O)N3CCOCC3)ccc2C)cc1,-2,-27,-3%,-3%,-8%,-2,3%
COc1ccc(NC(=O)CSc2n[nH]c(-c3ccncc3)n2)c([N+](=O)[O-])c1,0,-28,·,14%,-2%,13,-14%
CC(C)(C)OC(=O)N1C[C@H](O)C[C@H]1C(=O)OCC(=O)c1ccc([N+](=O)[O-])cc1,11,-13,·,4%,3%,-5,45%
O=C(Nc1ccccc1)c1cccc(N2C(=O)C3C4CC(C(Br)C4Br)C3C2=O)c1 (stereo not given),2,72,-9%,-4%,3%,18,-14%
Cc1nn(CC(=O)NCc2ccc(Cl)cc2)c(C)c1[N+](=O)[O-],2,-18,3%,15%,4%,-9,-10%
COC(=O)c1ccc(COc2cccc(C)c2C)cc1,20,9,1%,0%,7%,84,-12%
Cc1ccccc1OCC(=O)Nc1ccccc1-c1ccccc1NC(=O)COc1ccccc1C,-5,-12,0%,-1%,-10%,-4,-49%

Sorted by length of the SMILES (ascending): 3 of the compounds above
SMILES,CHX counter,HCMV inh,Giardia FBPA inh,AMA1-RON2 inh,AmpC detergent,Shiga toxin inh,AmpC no deterg
COC(=O)c1ccc(COc2cccc(C)c2C)cc1,20,9,1%,0%,7%,84,-12%
Cc1nn(CC(=O)NCc2ccc(Cl)cc2)c(C)c1[N+](=O)[O-],2,-18,3%,15%,4%,-9,-10%
O=C(Nc1ccccc1)c1cccc(N2C(=O)C3C4CC(C(Br)C4Br)C3C2=O)c1 (stereo not given),2,72,-9%,-4%,3%,18,-14%

High-throughput results (PubChem)
